Giardia killer: Small Molecules that selectively kill Giardia lamblia: qHTS. Giardia lamblia trophozoite viability. activity change, % at 7.66 µM, hits read low. actives 0.15% (n = 340,000); in the data active means activity change below about -80%; inconclusive means between about -30% and that limit;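 further: parasites exposed to compound for two days anaerobically before the ATP read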
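Luminescent ATP signal served as the viability read-out, measured 15-30 min after adding ATP detection reagent to trophozoites that had been incubated with compounds for 48 hrs at 37 deg C anaerobically at 100 cells/well.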
Coupling enz: qHTS Assay for Inhibitors of Fructose-1,6-bisphosphate Aldolase from Giardia Lamblia: Coupling assay counterscreen; coupling enzyme system counterscreen, AmpLite Red fluorescence; activity change, negative = inhibition, % at 58.2 µM, hits read low; actives 0.67% (n = 290,000); AID 2472, 2010; in the data active means activity change below about -30%
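Counterscreen lacking aldolase: glyceraldehyde-3-phosphate coupling-enzyme reagent preincubated 10 min at RT with compound (at 57.5 uM final), then substrate/coupling system with AmpLite Red added; fluorescence read at 525/598 nm after 20 min RT.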
GALK inh: qHTS Assay for Inhibitors of Human Galactokinase (GALK); Purified GALK, Kinase-Glo residual ATP luminescence; P51570; Potency, µM (series often up to 57.5 µM), inactives show at the top dose activity change, negative = inhibition, usual class: inhibitors; actives 0.007% (n = 270,000); further: potency means the concentration at half of the fitted maximal effect
Target sequence (P51570 whole entry, looked up): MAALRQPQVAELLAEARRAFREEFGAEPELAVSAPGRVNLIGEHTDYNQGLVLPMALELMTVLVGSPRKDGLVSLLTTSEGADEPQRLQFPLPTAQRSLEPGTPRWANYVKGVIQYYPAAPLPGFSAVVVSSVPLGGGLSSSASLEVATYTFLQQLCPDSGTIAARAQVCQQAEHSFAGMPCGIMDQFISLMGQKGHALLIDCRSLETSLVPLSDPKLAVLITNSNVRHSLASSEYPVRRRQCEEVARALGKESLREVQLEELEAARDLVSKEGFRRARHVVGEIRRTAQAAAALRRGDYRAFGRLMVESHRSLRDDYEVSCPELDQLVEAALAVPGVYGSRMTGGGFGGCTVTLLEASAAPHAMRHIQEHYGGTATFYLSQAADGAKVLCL
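ATP-depletion format; final 35 uM ATP, 100 uM D-galactose, 5 nM enzyme; pH 8.0 HEPES/Mg2+ buffer; 60 min RT; luminescence read 10 min after detection reagent.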
PKM2 act: qHTS Assay for Activators of Human Muscle isoform 2 Pyruvate Kinase; Pyruvate kinase PKM (Homo sapiens), P14618; Potency, µM (doses to about 57.5 µM), inactives show at the top dose activation, most hits filed as activators; actives 0.34% (n = 260,000); AID 1631, 2009; purified PKM2, Kinase-Glo ATP luminescence, activation; response scale: 0% is enzyme alone, no compound; further: potency means the concentration at half of the fitted maximal effect; nearly all actives have a fitted effect of over 55% in size
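ATP formation by purified human PK-M2, quantified via coupled luciferase luminescence after 1 h at room temperature with 0.1 mM ADP and 0.5 mM PEP final.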
USP2a inh: qHTS Assay for Inhibitors of Ubiquitin-specific Protease USP2a Using CHOP2 as the Reporter; Ubiquitin carboxyl-terminal hydrolase 2 (Homo sapiens), O75604; USP2 core, Ub-CHOP2 coupled fluorogenic reporter, 485/531; Potency, µM (doses to about 38.3 µM), without a hit: top-dose activity change, negative = inhibition, most hits filed as inhibitors; actives 0.01% (n = 330,000);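 further: potency means the concentration at half of the fitted maximal effect; plate controls were DMSO wells for no effect and full inhibition by NEM control for full effect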
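Cell-free coupled assay: 10nM USP2 core preincubated 30min RT with compound in Tris-HCl pH 8.0/CaCl2/CHAPS buffer, then 25nM Ub-CHOP2 and 25nM reporter substrate; fluorescence (Ex 485/Em 531) read after 60min RT, normalized to NEM inhibition, concentration-response curves fitted.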
hERG WT inh: qHTS for Inhibitors of KCHN2 3.1: Wildtype qHTS. U2OS, BacMam KCNH2, thallium flux FluxOr; stronger effect = lower value. activity change, % at 1.84 µM. AID 720551, 2013. actives 0.37% (n = 340,000);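 active means maximum activity change below -70%; inconclusive means maximum activity change between -70% and -50%; inactive means maximum activity change above -50%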
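U2OS cells transduced with wild-type KCNH2 virus are loaded with FluxOr dye for 45 min, and thallium flux is measured in kinetic reads before and after stimulation buffer. Rate constants are normalized to DMSO controls.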
B2AR arrestin: qHTS assay of beta-arrestin-biased ligands of beta2-adrenergic receptor; Beta-2 adrenergic receptor (Homo sapiens), P07550; beta-arrestin recruitment to beta2AR, cell-based reporter; Potency, µM (top dose mostly 46.1 µM), inactives show at the highest dose activation, actives largely listed as activators; actives 0.02% (n = 330,000); AID 492947, 2010;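 further: potency means the concentration at half of the fitted maximal effect; 0% = DMSO controls and full agonism = EC100 isoproterenol or metaproterenol; nearly all actives have a fitted effect of over 65% in size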
Target sequence (P07550 whole entry, looked up): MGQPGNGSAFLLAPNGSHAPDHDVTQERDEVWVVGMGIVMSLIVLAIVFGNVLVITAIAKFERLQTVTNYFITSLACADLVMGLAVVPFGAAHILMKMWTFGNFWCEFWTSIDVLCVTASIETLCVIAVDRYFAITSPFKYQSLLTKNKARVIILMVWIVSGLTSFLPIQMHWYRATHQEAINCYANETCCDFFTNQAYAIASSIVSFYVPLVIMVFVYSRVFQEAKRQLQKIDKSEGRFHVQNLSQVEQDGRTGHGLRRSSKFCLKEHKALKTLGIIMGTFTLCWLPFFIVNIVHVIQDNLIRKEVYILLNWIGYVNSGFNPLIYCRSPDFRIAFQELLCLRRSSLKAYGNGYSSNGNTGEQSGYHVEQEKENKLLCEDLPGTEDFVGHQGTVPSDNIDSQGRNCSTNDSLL
uPA surface inh: qHTS for Inhibitors of Cell Surface uPA Generation | cell surface uPA generation assay, qHTS | Potency, µM (highest dose often 38.3 µM), inactives show at the top dose activity change, negative = inhibition, most hits filed as inhibitors | actives 0.31% (n = 330,000) | AID 540303, 2011; active means well fitted inhibition curve with a large enough effect; inconclusive means small, poorly fitted or top-dose-only effect; inactive means no such curve, though single readings can be large or run the other way; tested in mouse RAW 264.7 cells; further: potency means the concentration at half of the fitted maximal effect; nearly all actives have a fitted effect of over 55% in size
KCNH2 3.1 block: qHTS for Inhibitors of KCHN2 3.1: Mutant qHTS. Potassium voltage-gated channel subfamily H member 2, brain isoform KCNH2 3.1 (human). U2OS KCNH2 3.1, thallium flux FluxOr; stronger effect = lower value. activity change, % (tested at about 1.8 µM). actives 0.95% (n = 340,000). AID 720553, 2013;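 active means maximum activity change below -70%; inconclusive means maximum activity change from -70% to -50%; inactive means maximum activity change above -50%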;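 further: thallium influx rate constant from kinetic fluorescence after stimulation buffer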
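Measured as rate of thallium-driven FluxOr signal in transduced U2OS cells carrying the 3.1 channel, read kinetically for 2 min upon stimulation; values are rate constants scaled to DMSO control wells.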
Chronic BCR inh: qHTS Assay to Find Inhibitors of Chronic Active B-Cell Receptor Signaling; Potency, µM (series often up to 46.1 µM), without a hit: at the top dose ratio change, negative = lower green/red ratio, most hits filed as inhibitors; ABC-DLBCL IkBa-CBG/CBR reporter, luminescence ratio, 4 h; actives 0.05% (n = 340,000); active means well fitted inhibition curve with a large enough effect in the signal ratio, with a control signal flat, not every such curve was filed as active; inconclusive means small, poorly fitted or top-dose-only effect, or effect the other way, or a change in a side signal; the % refers to the signal ratio;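 further: potency means the concentration at half of the fitted maximal effect; plate controls were basal doxycycline-induced cells for no effect and cells given 10 µM MG132 for full effect; MG132 reads +100%, hits lower the ratio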
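Concentration-response series (up to 46 uM) were applied to TMD8 dual-reporter cells for 4 h at 37C with doxycycline. Green/red ratio, after filter-overlap correction, defined %Activity; red signal alone was normalised to basal cells and zero luminescence.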
Eya2 inh: qHTS Assay for Inhibitors of the Phosphatase Activity of Eya2; Potency, µM (titrated, usually from 76.9 µM), for the others: top-dose activity, negative = inhibition, usual class: inhibitors; actives 0.006% (n = 330,000); recombinant Eya2, OMFP fluorescence dephosphorylation (OMFP is methylfluorescein phosphate); Protein phosphatase EYA2 (Homo sapiens), O00167; AID 488837, 2010; further: potency means the concentration at half of the fitted maximal effect
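Eya2 (0.2 uM) preincubated 10 min at ambient with compound, then OMFP substrate added at 50 uM; 10 min reaction in 50 mM HEPES pH 7.5, 50 mM NaCl, 5 uM MgCl2, 0.05% BSA, 1 mM DTT. Fluorescence read at Ex 485/Em 525 nm.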
* marks the source's active call; other numbers are inactive results; u = inconclusive; x = not tested or not shown. Unless noted, the call rests on the fitted dose curve; in most records, active means well fitted curve in the direction sought with a large enough effect; inconclusive means small, poorly fitted or top-dose-only effect, or another doubt; inactive means no such curve, though single readings can be large; an effect the other way counts as inactive or inconclusive. Unless noted, on the % scale 0 is the no-effect control and ±100 the full control effect.

#1 CCCCC(=O)Nc1nnc(S(=O)(=O)N(CC)c2ccccc2)s1
#2 CCN(C[C@H]1N[C@@](Cc2ccccc2)(C(=O)OC)[C@H]2C(=O)N(C)C(=O)[C@@H]12)S(=O)(=O)c1ccc(C(C)(C)C)cc1
#3 COC(=O)C1=C(C)N(CCc2c[nH]c3ccccc23)C(=O)/C1=C\N(C)C
#4 CC(C)Cc1ccc(C(=O)NCc2ccc3c(c2)OCO3)o1
#5 CCN1CCN(CCCNC(=O)CCC(=O)N2CCOc3ccccc32)CC1
#6 CCN(CC(=O)Nc1c(F)cccc1F)C(=O)CCc1nc2cc(S(=O)(=O)N(C)C)ccc2n1CC
Compound,1,2,3,4,5,6
Giardia killer,11,-24,20,24,-4,-13
Coupling enz,6,x,-3,-3,2,x
GALK inh,-3%,x,-4%,-9%,x,5%
PKM2 act,x,x,28%,8%,0%,-1%
USP2a inh,-9%,-1%,3%,-1%,0%,0%
hERG WT inh,-2,-17,x,-7,0,-5
B2AR arrestin,0.1%,-0.2%,0.1%,0.2%,-0.5%,0.2%
uPA surface inh,1%,17%,-10%,11%,8%,0%
KCNH2 3.1 block,9,-2,-12,-1,3,-26
Chronic BCR inh,-1%,0%,-17%,u,1%,u
Eya2 inh,-4%,-9%,-3%,-16%,7%,2%

#7 COc1ccc(CC(=O)N/N=C/c2cccnc2)cc1OC
#8 CC(C)CNC(=O)c1cccc(Cn2cc(Cl)cn2)c1
#9 O=C(COC(=O)c1nc(Cl)ccc1Cl)Nc1ccc2c(c1)OCO2
#10 CCC(C)c1ccccc1NC(=O)COC(=O)c1ccc2c(c1)S(=O)(=O)c1ccccc1C2=O (stereo unspecified)
#11 O=C(O)CCN1C(=O)c2ccncc2C1=O
#12 CC1CC(C)CN(S(=O)(=O)N2CCCC(C(=O)NC3CCCCC3C)C2)C1 (stereo unspecified)
Compound,7,8,9,10,11,12
Giardia killer,-10,-7,-6,15,-2,-11
Coupling enz,x,5,-2,1,-8,x
GALK inh,-1%,-2%,0%,0%,2%,0%
PKM2 act,8%,1%,3%,4%,13%,x
USP2a inh,0%,-1%,3%,5%,-1%,4%
hERG WT inh,5,5,2,0,-17,0
B2AR arrestin,0.4%,-0.4%,-0.2%,-1.1%,0.2%,0.2%
uPA surface inh,2%,0%,6%,8%,x,4%
KCNH2 3.1 block,17,8,5,5,7,6
Chronic BCR inh,-5%,7%,-1%,0%,2%,1%
Eya2 inh,-7%,13%,2%,-1%,6%,5%

#13 Cc1ccc2c(CN(C)Cc3ccccc3)cc(=O)oc2c1C
#14 COc1ccc(NC(=O)C2C(=O)N(CCO)C3(C)CC2c2ccccc2O3)cc1 (stereo unspecified)
#15 CCc1ccc(CN2CCC(n3nccc3NC(=O)C3CCCC3)CC2)cc1
#16 CN1c2ccccc2C(C)(C)C12C=Cc1cc(O)ccc1O2 (stereo unspecified)
#17 C[C@@H]1CN([C@H](C)CO)C(=O)Cc2cc(NS(=O)(=O)c3ccc(F)cc3)ccc2O[C@H]1CN(C)Cc1ccc(C(=O)O)cc1
#18 Cc1c(C(C)(C)C)c(C=S)n2ccccc12
Compound,13,14,15,16,17,18
Giardia killer,8,-5,3,4,9,7
Coupling enz,1,-21,2,-17,x,-5
GALK inh,-3%,2%,-4%,1%,x,-2%
PKM2 act,x,-8%,0%,13%,x,2%
USP2a inh,-1%,0%,-1%,0%,2%,4%
hERG WT inh,-4,-4,-30,-20,1,-4
B2AR arrestin,-1.6%,0.5%,-0.8%,-0.8%,0.0%,-0.3%
uPA surface inh,-5%,3%,-1%,-30%,21%,7%
KCNH2 3.1 block,5,-8,-75*,-7,3,-7
Chronic BCR inh,u,-9%,0%,4%,1%,-5%
Eya2 inh,-2%,-4%,-3%,-8%,19%,3%

#19 CC(=O)NS(=O)(=O)c1ccc(NC(=O)CCc2ccccc2)cc1
#20 CCOc1ccc(C(=O)COC(=O)c2ccc(-n3cnnn3)cc2)cc1
#21 Cc1ccc(NS(=O)(=O)c2ccc(NC(=O)[C@@H]3CCCC[C@@H]3C(=O)O)cc2)c(C)c1
#22 O=C(Nc1cccc([N+](=O)[O-])c1)c1ccncc1
#23 CCCCCOc1ccccc1C(=O)NCC(=O)O
#24 COc1ccccc1CNC(=O)C1CC(c2ccccc2C(F)(F)F)=NO1 (stereo unspecified)
Compound,19,20,21,22,23,24
Giardia killer,4,-4,15,-7,-1,u
Coupling enz,-4,x,2,2,1,0
GALK inh,x,-4%,-1%,0%,6%,0%
PKM2 act,-18%,1%,u,0%,-1%,0%
USP2a inh,4%,3%,-4%,1%,2%,-3%
hERG WT inh,12,9,5,16,-9,x
B2AR arrestin,0.5%,-0.5%,0.3%,-0.3%,0.0%,-0.3%
uPA surface inh,2%,4%,-3%,8%,-3%,17%
KCNH2 3.1 block,17,1,4,3,15,x
Chronic BCR inh,-2%,3%,22%,u,15%,-3%
Eya2 inh,3%,9%,17%,-16%,-3%,6%

#25 CC(=O)NC(CCS(C)(=O)=O)C(=O)Nc1ccc(Oc2ccccc2)cc1 (stereo unspecified)
#26 Cc1ccc(OCC(=O)N2CCCC(CO)(CCOc3ccccc3)C2)cc1 (stereo unspecified)
#27 C=CCc1ccc(OCCOCCOc2cccc3ccc(C)nc23)c(OC)c1
#28 COCCN(Cc1nc2ccccc2c(=O)[nH]1)C(=O)COc1c(C)cc(Cl)cc1C
#29 COc1ccc(OCCN(C)Cc2ccccc2)cc1
#30 Cc1cc(Br)c(NC(=O)COC(=O)c2ccc[n+]([O-])c2)c(Br)c1
Compound,25,26,27,28,29,30
Giardia killer,-1,-6,-3,10,-7,-7
Coupling enz,1,x,0,x,3,x
GALK inh,1%,3%,2%,x,3%,x
PKM2 act,-2%,x,3%,x,-19%,x
USP2a inh,-2%,1%,-10%,1%,0%,0%
hERG WT inh,3,-22,-8,0,11,-3
B2AR arrestin,-1.2%,-0.2%,-0.3%,-0.2%,-0.1%,-0.6%
uPA surface inh,2%,0%,x,27%,2%,7%
KCNH2 3.1 block,-2,1,-15,-16,-3,17
Chronic BCR inh,-5%,-2%,-4%,-5%,u,0%
Eya2 inh,-5%,-4%,12%,-6%,-28%,1%

Sorted by SMILES length (smallest number first): 3 of the compounds above
#18 Cc1c(C(C)(C)C)c(C=S)n2ccccc12
#19 CC(=O)NS(=O)(=O)c1ccc(NC(=O)CCc2ccccc2)cc1
#15 CCc1ccc(CN2CCC(n3nccc3NC(=O)C3CCCC3)CC2)cc1
Compound,18,19,15
Giardia killer,7,4,3
Coupling enz,-5,-4,2
GALK inh,-2%,x,-4%
PKM2 act,2%,-18%,0%
USP2a inh,4%,4%,-1%
hERG WT inh,-4,12,-30
B2AR arrestin,-0.3%,0.5%,-0.8%
uPA surface inh,7%,2%,-1%
KCNH2 3.1 block,-7,17,-75*
Chronic BCR inh,-5%,-2%,0%
Eya2 inh,3%,3%,-3%

Further entries.
#31 COc1ccc(C(=O)N(CCc2ccccc2)Cc2cccs2)c(OC)c1
#32 O=C(Nc1cscc1S(=O)(=O)c1ccc(Cl)cc1)c1ccccc1Cl
#33 Cc1cc(NC(=O)C(=O)NCc2cccc(Cl)c2)no1
#34 O=C(O)C1CCCCC1C(=O)NCCc1ccccc1 (stereo unspecified)
#35 COc1ccccc1NS(=O)(=O)c1cc([N+](=O)[O-])ccc1N/N=C/c1sc(N2CCOCC2)nc1-c1ccccc1
#36 Nc1nc(Sc2ccc(C(F)(F)F)cn2)n[nH]1
#37 COc1ccccc1NS(=O)(=O)c1ccc(C(=O)N2CCN(c3ccccc3O)CC2)cc1
Compound,31,32,33,34,35,36,37
Giardia killer,10,7,-13,10,-19,5,-12
Coupling enz,2,-2,2,3,0,1,x
GALK inh,0%,4%,-2%,1%,1%,3%,x
PKM2 act,5%,-4%,-11%,9%,-1%,0%,x
USP2a inh,1%,0%,2%,1%,4%,4%,-1%
hERG WT inh,-6,0,12,-15,u,10,-2
B2AR arrestin,0.1%,-0.4%,-0.7%,-0.7%,-0.3%,-0.7%,0.1%
uPA surface inh,0%,-96%,5%,12%,2%,0%,2%
KCNH2 3.1 block,-12,32,2,0,-29,x,-2
Chronic BCR inh,6%,-5%,0%,18%,-11%,0%,-7%
Eya2 inh,-7%,1%,-8%,-1%,-14%,1%,4%

Bioassay records (PubChem BioAssay)

This is a random part of the collection. About 2.4% of those tested had a hit in this group.
